# PLK1 inh: blocks human PLK1 kinase activity | recombinant PLK1 kinase, TR-FRET peptide phosphorylation | inhibition, % at 10 µM | 97,000 tested, 0.53% active | AID 619;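 active means inhibition of 50% or more in the single-concentration screen; inactive means inhibition below 50%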;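 further: 0% = DMSO max control and 100% = H-89 dihydrochloride min control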
# CYP2C9 inh: inhibitors of human CYP2C9; CYP2C9 Supersomes, luciferin-H conversion, luminescence; P11712; inhibition, % at 5 µM; 96,000 tested, 20% active;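 active means blocking of liver enzyme CYP2C9 beyond about 50% at 5 µM, limit read from the data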; further: values of inactives mirror those of a sister screen read the other way
# HIV Rev-RRE inh: HIV Rev-RRE protein-RNA interaction inhibition; inhibition, % at 8 µM; P05866; 97,000 tested, 0.79% active; Rev peptide-RRE RNA binding, FRET;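 active means inhibition above the screen-wide mean plus 3 SD, cut at about 35% in these data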;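 further: 0% = median DMSO wells and 100% = median Neomycin B control wells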
# Target sequence (P05866 whole entry, looked up): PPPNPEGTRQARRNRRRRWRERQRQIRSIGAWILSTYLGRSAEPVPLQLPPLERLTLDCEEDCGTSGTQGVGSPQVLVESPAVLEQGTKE
#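 Assay system: Labelled RRE RNA duplex and labelled Rev peptide | Times: 5 min preincubation and 15 min binding, 25 °C | Detection: FRET, ex 480 nm, em 540 and 671 nm | Evaluation: % inhibition of FRET ratio versus controls | Benchmarks: DMSO wells as 0% and neomycin B wells as 100% inhibition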
# PLK1 PBD inh: inhibitors of human Plk1 polo box domain binding | 97,000 tested, 0.13% active | inhibition, %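 (tested at about 20 µM)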 | P53350 | Plk1 PBD phosphopeptide binding, fluorescence polarization; in the data active means inhibition above about 34%, passing the limit was not always enough
# EphB4 antag: antagonists of human EphB4-ephrin-B2 interaction; P54760; 97,000 tested, 0.15% active; inhibition, % at 7 µM; EphB4 LBD / TNYL-RAW-Alexa532 peptide, fluorescence polarization;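 active means inhibition above the screen-wide mean inhibition plus 3 SD, cut at about 15% in these data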;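 further: 0% = DMSO wells and 100% = excess unlabeled TNYL-RAW peptide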
# Target sequence (P54760 whole entry, looked up, the tested form may be a part): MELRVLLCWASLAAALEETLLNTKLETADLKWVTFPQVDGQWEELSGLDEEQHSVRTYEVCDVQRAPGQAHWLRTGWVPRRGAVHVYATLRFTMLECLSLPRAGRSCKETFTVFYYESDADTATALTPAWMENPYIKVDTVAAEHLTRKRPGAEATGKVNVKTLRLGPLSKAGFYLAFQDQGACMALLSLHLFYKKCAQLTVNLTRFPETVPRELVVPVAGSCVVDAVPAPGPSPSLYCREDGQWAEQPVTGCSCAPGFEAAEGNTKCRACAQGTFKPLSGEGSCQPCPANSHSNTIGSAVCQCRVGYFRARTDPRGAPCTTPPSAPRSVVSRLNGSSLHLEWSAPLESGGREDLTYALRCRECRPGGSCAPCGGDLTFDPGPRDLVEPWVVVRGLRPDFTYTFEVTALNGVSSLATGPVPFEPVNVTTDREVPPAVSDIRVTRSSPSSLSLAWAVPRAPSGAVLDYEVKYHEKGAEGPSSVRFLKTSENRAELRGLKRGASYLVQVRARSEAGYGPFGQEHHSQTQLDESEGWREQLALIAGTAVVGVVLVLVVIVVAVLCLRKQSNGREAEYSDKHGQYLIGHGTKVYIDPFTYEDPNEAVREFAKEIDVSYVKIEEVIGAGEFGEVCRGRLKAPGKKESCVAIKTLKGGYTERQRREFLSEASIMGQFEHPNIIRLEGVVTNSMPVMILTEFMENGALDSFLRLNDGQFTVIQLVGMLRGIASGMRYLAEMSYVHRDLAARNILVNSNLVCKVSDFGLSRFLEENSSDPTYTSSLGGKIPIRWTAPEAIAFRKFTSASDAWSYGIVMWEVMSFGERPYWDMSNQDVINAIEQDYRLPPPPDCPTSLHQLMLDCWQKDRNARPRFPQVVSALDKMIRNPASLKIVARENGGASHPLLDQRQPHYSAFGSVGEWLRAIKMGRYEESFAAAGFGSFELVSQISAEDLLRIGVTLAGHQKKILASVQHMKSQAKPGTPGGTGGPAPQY
# Calb biofilm kill: kills Candida albicans biofilms; C. albicans biofilm + clotrimazole, Alamar Blue; inhibition, % at 6 µM; 85,000 tested, 0.14% active; AID 834;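 active means inhibition above 20%; inactive means inhibition below 20%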;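 further: preformed 24 hr biofilms exposed to compound for 48 hr; 0% = biofilm without compound and 100% = blank killed by clotrimazole plus chlorhexidine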
# PTPN22 inh 2: blocks human PTPN22 phosphatase activity; Q9Y2R2; inhibition, % at 2 µM; recombinant LYP catalytic domain, DiFMUP fluorescence; 96,000 tested, 0.21% active; AID 640;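 active means inhibition at 2 µM at or above a set limit, the screen mean plus 3 SD, cut at about 24% in these data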;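 further: 0% = DMSO with enzyme and 100% = enzyme fully blocked by orthovanadate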
# PTPN22 act: activators of human LYP (PTPN22) phosphatase. Q9Y2R2. 96,000 tested, 0.11% active. recombinant LYP, DiFMUP fluorescence; 0 = plate median, 100 = signal doubled. AID 697. activation, % at 2 µM;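 active means activation at 2 µM above a set limit, the mean plus 5 SD, cut at about 37% in these data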
# CYP2C9 activ: increases human cytochrome P450 2C9 activity | P11712 | recombinant CYP2C9, luciferin-H conversion, luminescence; active compounds read high; factor 1 = untreated enzyme, 0 = blocked | activation factor at 5 µM | 96,000 tested, 1.4% active;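 active means activation factor of 2 or more for CYP2C9 at a 5 µM dose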;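 further: 0 = sulfaphenazole-blocked wells and 1 = vehicle-only wells; values of inactives mirror those of a sister screen read the other way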
# * = called active by the depositor; x = no result given.
mol	PLK1 inh	CYP2C9 inh	HIV Rev-RRE inh	PLK1 PBD inh	EphB4 antag	Calb biofilm kill	PTPN22 inh 2	PTPN22 act	CYP2C9 activ
Cc1ccccc1Cn1cnc2c([N+](=O)[O-])c(C)c(C)cc21	-5	39	14	-5	2	x	x	x	0.6
CCN(C(=O)CSc1nnc(Cc2ccccc2F)n1N)C1CCS(=O)(=O)C1 (stereo not drawn)	-8	4	6	-6	1	4	0	1	1
O=C(c1ccco1)N1CCN(S(=O)(=O)c2ccc3c(c2)CCN3C(=O)C2CCC2)CC1	-3	x	7	-27	-2	-11	14	-10	x
Brc1ccc2ncnc(NCc3ccco3)c2c1	0	21	0	-14	-7	7	1	0	0.8
CCOC(=O)N1CCN(C(=O)c2cccn3c(=O)c4cc(Cl)ccc4nc23)CC1	-13	40	5	-33	1	x	-1	-1	0.6
CS(=O)(=O)N1CCCC(C(=O)NCCCN2CCC(Cc3ccccc3)CC2)C1 (stereo not drawn)	1	-8	1	16	3	2	-1	5	1.1
CCCN(CCC)C(=O)Cn1c2ccccc2c2nc(=O)cc(C)n21	-1	-9	3	-19	-2	x	0	-3	1.1
CCOc1cc(S(=O)(=O)N2CCN(Cc3ccccc3)CC2)ccc1Br	-10	41	16	-1	-5	-5	-22	17	0.6
CCOC(=O)C1=C(O)C(=O)N(c2ccc(S(N)(=O)=O)cc2)C1c1ccc(Cl)cc1 (stereo not drawn)	-14	34	1	-11	6	-1	2	1	0.7
CCC(=O)Nc1cccc(NC(=O)CSc2nnc(C(C)C)n2CC)c1	-19	-1	3	-20	-4	5	-3	2	1

# Next section
mol	PLK1 inh	CYP2C9 inh	HIV Rev-RRE inh	PLK1 PBD inh	EphB4 antag	Calb biofilm kill	PTPN22 inh 2	PTPN22 act	CYP2C9 activ
Cc1ccc(C(=O)NCCN2CCCC2)cc1	-8	x	4	2	0	-6	1	-1	x
COC(=O)Nc1ccc(Oc2ccccc2)cc1	-2	8	3	33	-1	9	7	-5	0.9
COc1ccc(C(=O)Nc2cc3c(cc2C#N)OCO3)cc1S(=O)(=O)NCc1ccco1	3	-22	7	14	5	-6	1	-2	1.2
Cc1ccc(S(=O)(=O)CCC(=O)Nc2ccc3c(c2)OCO3)cc1	-11	94*	5	-12	0	4	-11	9	0.1
COc1ccc(-c2cc(C(F)F)nc(-n3nc(C)cc3C)n2)cc1	-12	2	-4	-5	4	4	-10	7	1
COc1cc(Cl)c(C)cc1NC(=O)CSc1nc2ccccc2o1	-11	2	15	26	-1	x	-13	16	1
O=C(O)C1C2C=CC(C2)C1C(=O)Nc1ccc(C(=O)N2CCCCC2)c(Cl)c1 (stereo not drawn)	-11	-23	-3	15	0	4	-9	3	1.2
O=C1CSc2ccccc2N1Cc1ccccc1F	-7	19	0	34	0	1	0	-2	0.8
O=C(CN1CCC(C(O)(c2ccccc2)c2ccccc2)CC1)Nc1ccccc1	-12	78*	9	3	0	x	-3	5	0.2
CC(C)c1nc2n[nH]c(N)c2c2c1CSC(C)(C)C2	59*	18	2	-14	-8	0	-4	7	0.8

# Continued:
mol	PLK1 inh	CYP2C9 inh	HIV Rev-RRE inh	PLK1 PBD inh	EphB4 antag	Calb biofilm kill	PTPN22 inh 2	PTPN22 act	CYP2C9 activ
Cc1cc(C(=O)NCCCn2ccnc2)cs1	-7	66*	6	14	-6	x	7	-5	0.3
O=C(O)CCc1ccc(-c2cccs2)n1Cc1ccco1	-6	22	-1	23	0	4	-4	4	0.8
CCCOP(=O)(OCCC)C1(Nc2ccc(C)cc2)CCCCC1	-5	22	5	-13	12	-6	-3	5	0.8
Fc1ccc(C(c2nnnn2Cc2cccs2)N2CCN(c3ccccc3)CC2)cc1 (stereo not drawn)	-8	x	13	-3	-6	7	-6	6	x
COc1ccccc1-c1cc(C(=O)N/N=C/C=C/c2ccccc2[N+](=O)[O-])c2ccccc2n1	-5	66*	6	-1	3	x	11	-11	0.3
CCOc1cc(NC(=O)c2ccco2)c(OCC)cc1NC(=O)COc1ccccc1C	-15	x	11	-5	-10	9	2	-4	x
COc1ccc(C2/C(=C(/O)c3ccccc3)C(=O)C(=O)N2CCN2CCOCC2)c(OC)c1 (stereo not drawn)	-7	10	-2	-6	-2	5	7	-6	0.9
CC(=O)Nc1nonc1-c1nc2ccccc2n1CCC(C)C	-8	25	14	-2	0	5	-2	1	0.7
CC(=O)Nc1ccc(S(=O)(=O)NNC(=O)c2cc3c4ccccc4n(C)c3s2)cc1	1	-3	-2	2	3	x	3	0	1
O=C(Nc1ccc2c(c1)OCO2)C1CCN(S(=O)(=O)Cc2ccccc2)CC1	-9	55*	0	0	-7	7	-17	15	0.4

# More compounds
mol	PLK1 inh	CYP2C9 inh	HIV Rev-RRE inh	PLK1 PBD inh	EphB4 antag	Calb biofilm kill	PTPN22 inh 2	PTPN22 act	CYP2C9 activ
CCOc1ccc(/C=N/N(C)c2ccccc2)cc1OC	-10	-8	1	-8	-4	9	-2	3	1.1
Oc1ccccc1C1=Nc2nc3ccccc3n2C(c2ccccc2)C1 (stereo not drawn)	-16	99*	15	-18	-4	4	1	2	0
O=C(c1ccc(Cl)cc1)N1CCCOC1	-8	-8	4	-29	1	5	-17	14	1.1
Cc1ccc(/C=N\NC(=O)c2cc(OCC(F)(F)F)ccc2OCC(F)(F)F)cc1	-5	21	7	19	-4	x	x	x	0.8
C/C(CC1(O)C(=O)Nc2ccccc21)=N\O (stereo not drawn)	-3	6	6	-22	2	1	1	-2	0.9
O=C(Nc1nc(-c2ccccc2)cs1)C1CCCO1 (stereo not drawn)	-12	54*	4	-8	3	9	-8	2	0.5
O=C1CC(c2ccco2)CC2=C1C=Nc1ccccc1N2 (stereo not drawn)	-2	76*	4	-17	6	5	-6	6	0.2
CC(C)OC(=O)CSc1ncnc2c1cnn2-c1ccccc1	-12	37	10	-5	2	4	4	-4	0.6
CCC1(CC)Cc2ccccc2C(Nc2c(C)n(C)n(-c3ccccc3)c2=O)=N1	-7	14	3	10	-3	4	2	-1	0.9
COc1ccc(OC)c(C(=O)CSc2nnc(-c3cccs3)o2)c1	-12	54*	-4	-3	-6	8	-10	12	0.5

# Additional structures follow:
mol	PLK1 inh	CYP2C9 inh	HIV Rev-RRE inh	PLK1 PBD inh	EphB4 antag	Calb biofilm kill	PTPN22 inh 2	PTPN22 act	CYP2C9 activ
Cc1nc2ccc(NC(=O)c3cccs3)cc2c(=O)n1Cc1ccc(Cl)cc1	123*	68*	8	-18	0	x	10	-5	0.3
COCCn1nnnc1C(c1cccs1)N1CCN(c2cccc(C(F)(F)F)c2)CC1 (stereo not drawn)	5	28	13	11	-3	10	4	-6	0.7
Cc1ccc(C(=O)Nc2cccc(N(C)S(C)(=O)=O)c2)cc1S(=O)(=O)Nc1ccccc1	5	72*	10	-1	-4	x	0	3	0.3
CCCCOc1ccc(/C(O)=C2/C(=O)C(=O)N(CCCOC)C2c2ccncc2)cc1C (stereo not drawn)	-8	14	-2	-6	-3	8	2	-4	0.9
CCOc1ccc(CC(=O)NNC(=S)NC2CCCCC2)cc1OCC	-7	x	0	9	3	x	x	x	x
CCOC(=O)CCN(Cc1cccs1)S(=O)(=O)c1ccc(F)cc1	-3	36	4	-4	-6	x	6	-8	0.6
COc1ccc(CCN2C(=O)CCC2(C)C(=O)NCc2cccnc2)cc1OC (stereo not drawn)	-8	-5	4	17	-7	4	10	-10	1.1
Cc1cccnc1NC(=O)Cn1nc(C)c([N+](=O)[O-])c1C	-6	-1	10	-21	2	x	-17	17	1
Cc1ccc(C)c(N2CCN(c3nc4ccccc4c(=O)n3Cc3ccccc3)CC2)c1	0	21	7	-11	2	6	0	-1	0.8
COc1ccc(CC(=O)NCc2nnc(SCC(=O)Nc3nccs3)n2-c2ccccc2)cc1	-2	28	3	-4	-9	9	4	-5	0.7

# (more compounds)
mol	PLK1 inh	CYP2C9 inh	HIV Rev-RRE inh	PLK1 PBD inh	EphB4 antag	Calb biofilm kill	PTPN22 inh 2	PTPN22 act	CYP2C9 activ
COCCN(CC(=O)NCc1ccccc1)C(=O)CCC(=O)Nc1nccs1	-2	6	2	6	-2	3	-4	3	0.9
CS(=O)(=O)Nc1ccc2c3c(cccc13)CC2	-6	-147	13	0	5	6	2	-3	2.5*
c1ccc(-c2nn3c(Cn4nnc5ccccc54)nnc3s2)nc1	17	39	7	-25	-1	10	-9	8	0.6
CCc1sc(N(C(=O)Cc2ccccc2)c2ccc(F)cc2)nc1-c1ccccc1	-4	51*	15	-14	1	x	1	0	0.5
Cc1sc2nc(CN(C(=O)NC3CCCCC3)C3CCCCC3)[nH]c(=O)c2c1C	-5	x	4	8	5	7	13	-13	x
CCCCS(=O)(=O)NC1=NCN(Cc2ccco2)CN1	0	10	0	-20	-3	3	-1	0	0.9
COc1ccc(NC(C)=O)cc1NC(=O)CN1CCN(C(=O)c2ccco2)CC1	3	3	3	25	0	x	2	2	1
Cc1ccc(CNC(=O)C23CN(Cc4ccccc4)CC2C(c2ccc([N+](=O)[O-])cc2)=NO3)o1 (stereo not drawn)	-8	54*	-3	2	3	x	8	-5	0.5
CCSc1nc(N2CCOCC2)c2c(c1C#N)CCCC2	-11	91*	16	-15	-4	8	10	-8	0.1
Cc1ccc2c(c1)-c1c(ssc1=S)C(C)(C)N2C(=O)CN1C(=O)c2ccccc2C1=O	-11	81*	8	15	11	x	2	1	0.2

# (continued)
mol	PLK1 inh	CYP2C9 inh	HIV Rev-RRE inh	PLK1 PBD inh	EphB4 antag	Calb biofilm kill	PTPN22 inh 2	PTPN22 act	CYP2C9 activ
O=C(O)COc1nsnc1N1CCOCC1	-11	-23	6	9	4	9	2	-4	1.2
O=C(Nc1ccc(-c2nnc3n2CCCCC3)cc1)c1cnccn1	-8	-2	5	-5	5	9	-2	2	1
Brc1cccc(-c2cnc3n2CCCCC3)c1	-3	7	5	-19	-2	2	-4	4	0.9
CCCCC(=NCCO)C1=C(O)C(C(=O)OC)C(C)(C)CC1=O (stereo not drawn)	-7	18	0	2	4	9	-1	-3	0.8
CC1CC(=O)c2cnc(N3CCOCC3)nc2C1 (stereo not drawn)	-6	-2	4	-9	-5	11	-4	7	1
Cc1c(N2C(=O)CS/C2=N\N=C\c2ccccc2O)c(=O)n(-c2ccccc2)n1C	-13	23	4	-3	1	x	5	0	0.8
CCOc1ccc(Nc2nc3c(c(=O)[nH]2)CCCC3)cc1	-7	-8	10	-4	5	6	-14	8	1.1
O=C(CNS(=O)(=O)c1ccc(F)cc1)Nc1ccc(C(F)(F)F)cc1	-10	55*	13	2	-1	3	2	-2	0.4
CCn1c(C(=O)N2CCCC(C(=O)NCCc3ccc(C)cc3)C2)cc2sccc21 (stereo not drawn)	-8	50*	0	-18	-2	-3	-8	5	0.5
O=C(Cc1ccccc1)N1CCN(C(=O)c2cccs2)CC1	-5	23	3	2	-4	0	-2	2	0.8

# More compounds.
mol	PLK1 inh	CYP2C9 inh	HIV Rev-RRE inh	PLK1 PBD inh	EphB4 antag	Calb biofilm kill	PTPN22 inh 2	PTPN22 act	CYP2C9 activ
CC1CCCN(C(=O)CCCn2c(=S)[nH]c3ccccc3c2=O)C1 (stereo not drawn)	-11	51*	8	8	0	0	5	-5	0.5
CCCCCCSc1nc2c(c(=O)[nH]c(=O)n2C)n1C	6	26	13	11	-9	4	4	-7	0.7
COc1ccccc1CNCc1cccs1	0	19	4	-13	2	7	8	-8	0.8
O=C(O)C1Cc2ccccc2CN1C(=O)c1ccccc1Cl (stereo not drawn)	-5	-11	3	-5	0	2	-16	16	1.1
